VP16 counter: Gal4-VP16 reporter inhibition counter-screen; Drosophila S2 Gal4-VP16 UAS-luciferase, luminescence, 20 h; Potency, µM (series often up to 53.6 µM), inactives show top-dose activity, negative = inhibition, actives largely listed as inhibitors; 3.5% of 310,000 active;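 note: Gal4-VP16 expression switched on by copper sulfate through the metallothionein promoter; potency is the fitted concentration of half-maximal effect; % is set by controls: 0 for no effect and ±100 for the full control effect; nearly all actives have a fitted effect of over 50% in size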
NPC1 prom act: activators of NPC1 promoter | Huh7 NPC1 promoter luciferase reporter, 24 h | Potency, µM (top dose mostly 9.22 µM), for inactives: at the highest dose activation, actives largely listed as activators | 2.4% of 320,000 active;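 note: potency is the fitted concentration of half-maximal effect; % of control where 0% means no effect; nearly all actives have a fitted effect of over 60% in size; reporter is driven by a mutant NPC1 promoter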
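Luminescence from an NPC1 promoter-driven luciferase reporter in stably transfected Huh7 cells was measured after 24 h compound treatment at 37 °C, followed by 10 min ambient incubation with luciferase detection reagent.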
RORgamma inh: inhibitors of mouse ROR gamma transcriptional activity; P51450; Drosophila S2 Gal4-RORgamma UAS-luciferase reporter, 20 h; Potency, µM (doses to about 53.6 µM), for the others: at the top dose activity change, negative = inhibition, actives largely listed as inhibitors; 5.4% of 310,000 active; AID 2551; note: potency is the fitted concentration of half-maximal effect; % is set by controls: 0 for no effect and ±100 for the full control effect; nearly all actives have a fitted effect of over 60% in size
Target sequence (P51450 whole entry, looked up, the tested form may be a part): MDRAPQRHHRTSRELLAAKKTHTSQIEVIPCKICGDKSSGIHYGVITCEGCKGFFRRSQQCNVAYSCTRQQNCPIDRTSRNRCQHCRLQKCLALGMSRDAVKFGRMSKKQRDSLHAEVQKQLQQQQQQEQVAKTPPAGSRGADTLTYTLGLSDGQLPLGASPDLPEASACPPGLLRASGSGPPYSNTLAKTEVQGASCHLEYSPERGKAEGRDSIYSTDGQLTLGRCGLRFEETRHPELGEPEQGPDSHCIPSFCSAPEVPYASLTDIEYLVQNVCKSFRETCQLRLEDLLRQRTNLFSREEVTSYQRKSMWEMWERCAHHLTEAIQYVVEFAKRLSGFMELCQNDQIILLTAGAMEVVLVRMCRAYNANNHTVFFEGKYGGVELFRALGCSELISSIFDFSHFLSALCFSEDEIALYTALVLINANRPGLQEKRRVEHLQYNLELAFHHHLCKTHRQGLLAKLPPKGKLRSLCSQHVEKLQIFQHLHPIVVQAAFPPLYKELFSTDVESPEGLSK
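Stably transfected Drosophila Schneider cells are the test system, with ROR gamma fused to Gal4 and luciferase under UAS control; luminescence is read after 20 hr of 700 uM copper sulfate induction at ambient temperature.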
PKM2 activator: increases activity of human pyruvate kinase M2 | P14618 | purified PKM2, Kinase-Glo ATP luminescence, activation; response scale: 0% is enzyme alone, no compound | Potency, µM (doses to about 57.5 µM), for the others: at the highest dose activation, hits mostly activators | 0.34% of 260,000 active | AID 1631; note: potency is the fitted concentration of half-maximal effect; % is set by controls: 0 for no effect and ±100 for the full control effect; nearly all actives have a fitted effect of over 55% in size
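Kinase-Glo luminescence reports ATP generated from ADP (0.1 mM) and PEP (0.5 mM) by purified hPK-M2 after 1 h at room temperature, pH 7.2 imidazole buffer; intermediate enzyme activity allows detecting inhibitors and activators.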
Rab9 prom act: activates the Rab9 promoter | Huh7 Rab9 promoter-luciferase reporter, luminescence, 24 h | Potency, µM (series often up to 9.22 µM), for inactives: at the top dose activation, negative = inhibition, hits mostly activators | 2.8% of 320,000 active | AID 485297; note: potency is the fitted concentration of half-maximal effect; % of control where 0% means no effect; nearly all actives have a fitted effect of over 60% in size
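Using Huh7 cells stably transfected with Rab9 promoter–luciferase, compounds were incubated 24 h at 37 °C, 5% CO2; luciferase luminescence was read 10 min after reagent addition.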
MBNL1-CUG inh: blocks human MBNL1 binding to CUG repeat RNA; Q9NR56; TR-FRET MBNL1-His/biotin-(CUG)12 binding, 665/545 ratio; Potency, µM (series often up to 57.5 µM), for the others: top-dose activity change, negative = inhibition, actives largely listed as inhibitors; 0.036% of 280,000 active; active = well fitted inhibition curve with a large enough effect in the signal ratio, with a control signal flat, not every such curve was filed as active; inconclusive = small, poorly fitted or top-dose-only effect, or effect the other way, or a change in a side signal; inactive = no such curve, though single readings can be large or run the other way; the % refers to the signal ratio; note: potency is the fitted concentration of half-maximal effect; % is set by controls: 0 for no effect and ±100 for the full control effect
Target sequence (Q9NR56 whole entry, looked up): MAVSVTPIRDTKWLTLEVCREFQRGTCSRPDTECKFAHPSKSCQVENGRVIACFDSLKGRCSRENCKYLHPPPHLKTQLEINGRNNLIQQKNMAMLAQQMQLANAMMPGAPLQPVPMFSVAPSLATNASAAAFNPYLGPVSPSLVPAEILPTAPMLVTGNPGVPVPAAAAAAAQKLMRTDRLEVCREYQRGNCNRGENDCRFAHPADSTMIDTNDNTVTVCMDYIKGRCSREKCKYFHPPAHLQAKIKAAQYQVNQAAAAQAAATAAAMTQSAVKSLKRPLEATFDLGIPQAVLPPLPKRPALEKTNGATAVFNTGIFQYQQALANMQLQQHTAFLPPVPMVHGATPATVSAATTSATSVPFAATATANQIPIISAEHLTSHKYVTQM
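Compound titration spanned 92 nM–58 uM against the MBNL1-His/biotin-(CUG)12 complex. After 60 min at room temperature with 5 nM streptavidin-XL665 and 0.055 ng/ul terbium anti-His, ratiometric 665/545 nm emission (Ex 340 nm) normalized to controls.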
KCNH2 3.1 block: KCNH2 3.1 (human) potassium channel inhibition. U2OS KCNH2 3.1, thallium flux FluxOr; hits give low values. 0.95% of 340,000 active. activity change, % (tested at about 1.8 µM);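 active = maximum activity change below -70%; inconclusive = maximum activity change from -70% to -50%; inactive = maximum activity change above -50%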;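 note: thallium influx rate constant from kinetic fluorescence after stimulation buffer; % is set by controls: 0 for no effect and ±100 for the full control effect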
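Channel expression came from 3.1 mutant virus (1.77 x 10^8 /mL) applied to suspended U2OS cells for 4 h. Flux was tracked with FluxOr dye plus Red40 quencher, and kinetic rate constants normalized to controls.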
Menin-MLL TR inh: menin-MLL binding inhibition, Texas Red mutant peptide; O00255; Menin + Texas Red MLL mutant peptide, fluorescence polarization; Potency, µM (top dose mostly 61.6 µM), inactives show at the top dose FP activity change, negative = inhibition, usual class: inhibitors; 0.23% of 270,000 active; AID 1768; active = well fitted inhibition curve with a large enough effect in the polarisation, with a control signal flat, not every such curve was filed as active; inconclusive = small, poorly fitted or top-dose-only effect, or effect the other way, or a change in a side signal; inactive = no such curve, though single readings can be large or run the other way; the % refers to the polarisation; note: potency is the fitted concentration of half-maximal effect; % of control where 0% means no effect; many of its hits are not listed in these tables
Mito fusion act: inhibitors of mitochondrial division or activators of mitochondrial fusion; S. cerevisiae fusion-defective mutant growth rescue, CellTiterGlo 48 h; Potency, µM (series often up to 46.1 µM), without a hit: at the top dose growth rescue (activation), usual class: activators; 0.23% of 320,000 active; AID 485298;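 note: potency is the fitted concentration of half-maximal effect; % of control where 0% means no effect; nearly all actives have a fitted effect of over 45% in size; temperature-sensitive fusion mutants such as fzo1-1 at 37 °C on non-fermentable ethanol glycerol medium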
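Compounds are tested for their ability to restore growth of mitochondrial fusion-defective yeast strains at non-permissive 37C in YPEG medium over 48 hours. Viability is quantified by luciferase luminescence.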
FLuc modulator: counter-screen for miR-21 project: firefly luciferase inhibitors or activators | 6.9% of 360,000 active | AID 588342 | Potency, µM (doses to about 57.5 µM), for the others: top-dose activity change, negative = inhibition, most hits filed as inhibitors | purified FLuc, Km substrates, luminescence inhibition;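 note: potency is the fitted concentration of half-maximal effect; plate controls were vehicle for no effect and reference inhibitor for full effect; nearly all actives have a fitted effect of over 55% in size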
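Purified P. pyralis luciferase (10nM final) with 10uM D-luciferin and 10uM ATP (Km levels) in 50mM Tris acetate pH 7.5, 10mM Mg acetate, 0.01% Tween-20, 0.05% BSA; qHTS 6-point titration, ~60 µM downward; luminescence read.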
ELG1 repair inh: blocks ELG1-dependent DNA repair in HEK293T cells | HEK293T ELG1-luciferase reporter, luminescence, 16 h; DNA damage induced by 5-fluorouridine | Potency, µM (doses to about 46.1 µM), inactives show at the highest dose activity change, negative = inhibition, hits mostly inhibitors | 2.3% of 330,000 active; note: potency is the fitted concentration of half-maximal effect; % is set by controls: 0 for no effect and ±100 for the full control effect; nearly all actives have a fitted effect of over 55% in size
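In this reporter screen, reduction of luminescence relative to DMSO vehicle indicated activity. Compounds and 5-fluorouridine were added together to 2,000 cells per well, incubated for 16 hr at 37 °C, then developed with ONE-Glo.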
The depositor's hits bear a star; u = inconclusive; x = no result given; & = joins results of further samples; [ ] = another dose, or the depositor's remark. Unless noted, calls come from the whole dose curve; as a rule, active = well fitted curve in the direction sought with a large enough effect; inconclusive = small, poorly fitted or top-dose-only effect, or another doubt; inactive = no such curve, though single readings can be large; an effect the other way counts as inactive or inconclusive. Not all compounds are listed. The share of hits here may be higher or lower than overall.

SMILES	VP16 counter	NPC1 prom act	RORgamma inh	PKM2 activator	Rab9 prom act	MBNL1-CUG inh	KCNH2 3.1 block	Menin-MLL TR inh	Mito fusion act	FLuc modulator	ELG1 repair inh
O=C(CNc1n[nH]c(=O)[nH]c1=O)N/N=C/C1CC=CCC1 (stereo unspecified)	-12%	-8%	-8%	4%	-2%	7%	-2	x	-4%	6%	0%
CCOc1ccc(C(=O)Nc2c3c(nn2-c2cccc(C)c2C)CS(=O)C3)cc1 (stereo unspecified)	0%	-2%	14%	4%	-1%	7%	2	-10%	1%	0%	3%
COc1ccc(OCc2cc(-c3ccc(Cl)cc3)no2)cc1	-4%	-1%	-6%	0%	-5%	3%	-2	19%	0%	-14%	-1%
O=C(Nc1ccc(CN2CCOCC2)cc1)c1ccc(-c2cccc([N+](=O)[O-])c2)o1	-3%	-7%	16%	x	-3%	u	-20	x	4%	u	13µM*
CC(=O)NC(CCS(C)(=O)=O)C(=O)Nc1cc(C)on1 (stereo unspecified)	2%	-1%	-34%	2%	-4%	-11%	10	9%	0%	0%	0%
CC(CCc1ccccc1)NC(=O)c1ccc(NC(=O)c2ccccc2)cc1 (stereo unspecified)	u	1%	2.8µM*	-1%	-3%	0%	7	u	-1%	3%	-16%
O=C(Nc1ccc(-c2nc3ccccc3[nH]2)cc1)c1ccc2c(c1)OCO2	11µM*	4%	u	4%	u	-2%	-10	34%[activator]	1%	x	u
CCOC(=O)c1oc2cc(OCC(=O)OC)ccc2c(=O)c1-c1ccc(OC)c(OC)c1	5%	-5%	12%	-5%	15%	u	18	x	-4%	-2%	u
CC(C)COP(=O)(OCC(C)C)C(O)c1ccc(F)cc1 (stereo unspecified)	-1%	-1%	-19%	2%	-4%	-7%	-6	-18%	1%	7%	-2%
COc1cccc(-c2sc3ccc(OC)cc3c2-c2ccc(OC)cc2F)c1	x	10%	x	x	0%	x	-16	x	15%	u	u
Cc1ccc(S(=O)(=O)NC(=O)NCc2ccc(F)cc2)cc1	-8%[10 µM]	-2%	8%	-2%	12%	-3%	7	4%	-1%	3%	-4%
COc1cccc2c1OC1(C)CC2NC(=O)N1c1cccc(C(=O)Nc2ccc3c(c2)OCCO3)c1 (stereo unspecified)	11%	1%	7%	4%	8%	-4%	4	x	3%	u	-19%
CCCCNc1ncnc2c1cnn2-c1ccccc1	-14%	u	17%	-1%	u	-12%	6	1%	-1%	5.4µM*	u
CCOc1ccc(NS(=O)(=O)c2ccc(C(=O)N(CC)CC(=O)NCc3cccs3)cc2)cc1	-1%	1%	u	1%	3%	-9%	4	0%	1%	2%	-6%
COC(=O)C1=C(C)N(C)C(=O)NC1c1ccccc1 (stereo unspecified)	-9%	-3%	-14%	2%	3%	-3%	12	u	-2%	5%	-7%
O=C(NCC1CCCO1)C(=O)N/N=C/c1ccccc1C(=O)O (stereo unspecified)	-18%	-2%	0%	2%	14%	1%	20	-6%	-8%	u	-4%
COc1ccccc1C1=CC(=O)CC(C)(C)C1=O	x	4%	x	x	-5%	x	25	x	-1%	-2%	18%
CCOC(=O)c1c(C)[nH]c(C(=O)N2CCc3cc(OC)c(OC)cc3C2)c1C	x	-2%	x	x	-13%	x	1	x	-1%	-5%	1.5µM*
C=C1[C@@H](OC(C)=O)CC[C@]2(C)[C@@H]1C[C@@H]1C[C@H](OC(C)=O)C(C)=C([C@@H](OC(C)=O)[C@@H]2OC(C)=O)C1(C)C	1%	-2%	0%	-1%	-8%	-10%	-18	x	10%	1%	-14%
CN(C)S(=O)(=O)c1cccc(C(=O)NCC(C)(C)CNC(=O)c2cccc(S(=O)(=O)N(C)C)c2)c1	0%	0%	0%	1%	14%	-7%	9	20%	u	-1%	u
CCN(CCn1cccn1)Cc1cn[nH]c1-c1ccc(OC)cc1F	0%	0%	1%	2%	2%	-10%	5	6%	-3%	-2%	6%
CCn1c(CNC(=O)COc2c(C)cccc2C)nnc1SCC(=O)Nc1nccs1	-1%	-3%	-1%	6%	-9%	8%	-14	-16%	4%	1%	-4%
CCCc1cc(C(=O)NNC(=S)NCC2CCCO2)cs1 (stereo unspecified)	-20%	-2%	-7%	3%	16%	-18%	-6	-2%	-1%	0%	-6%
CC(C)(C)C(=O)C(Oc1cccc2nonc12)n1cncn1 (stereo unspecified)	0%	0%	-5%[10 µM]	0%	-1%	u	14	8%	-1%	0%	15%
N#Cc1c2n(c3c(=O)n(CC(=O)c4ccc([N+](=O)[O-])cc4)cnc13)CCCCC2	-24%	-9%	32%	1%	-3%	u	-16	4%	-8%	-1%	u
Cc1cccc(NC(=S)NN(Cc2ccccc2)c2ccccc2)c1C	3.5µM*	-2%	3.5µM*	0%	-1%	1%	-7	5%	-5%	2%	-27%
Cc1ccc(C(=O)N2CCN(c3ccc(C(F)(F)F)cn3)CC2)cc1	-8%	-2%	u	1%	-6%	0%	-2	u	-3%	4%	6%
COc1ccc(OCC(=O)N2CCN(C(=O)Cc3ccccc3)CC2)cc1	2%[0.365 µM]	-1%	-3%	-4%	-2%	u	-6	10%	-4%	1%	9%
COC(=O)c1sc(-c2ccccc2)cc1NC(=O)c1ccccc1	1%	-1%	-1%	2%	-6%	x	5	-1%	-1%	1%	-13%
Cc1nc(SCc2nnc(-c3ccc(Cl)cc3)o2)c2c3c(sc2n1)CCC3	-15%	-3%	-21%	-4%	2%	-3%	x	2%	-4%	4%	9%

For convenience, 7 of the compounds above.
SMILES	VP16 counter	NPC1 prom act	RORgamma inh	PKM2 activator	Rab9 prom act	MBNL1-CUG inh	KCNH2 3.1 block	Menin-MLL TR inh	Mito fusion act	FLuc modulator	ELG1 repair inh
CCN(CCn1cccn1)Cc1cn[nH]c1-c1ccc(OC)cc1F	0%	0%	1%	2%	2%	-10%	5	6%	-3%	-2%	6%
CCn1c(CNC(=O)COc2c(C)cccc2C)nnc1SCC(=O)Nc1nccs1	-1%	-3%	-1%	6%	-9%	8%	-14	-16%	4%	1%	-4%
CCCc1cc(C(=O)NNC(=S)NCC2CCCO2)cs1 (stereo unspecified)	-20%	-2%	-7%	3%	16%	-18%	-6	-2%	-1%	0%	-6%
CC(C)(C)C(=O)C(Oc1cccc2nonc12)n1cncn1 (stereo unspecified)	0%	0%	-5%[10 µM]	0%	-1%	u	14	8%	-1%	0%	15%
N#Cc1c2n(c3c(=O)n(CC(=O)c4ccc([N+](=O)[O-])cc4)cnc13)CCCCC2	-24%	-9%	32%	1%	-3%	u	-16	4%	-8%	-1%	u
Cc1cccc(NC(=S)NN(Cc2ccccc2)c2ccccc2)c1C	3.5µM*	-2%	3.5µM*	0%	-1%	1%	-7	5%	-5%	2%	-27%
Cc1ccc(C(=O)N2CCN(c3ccc(C(F)(F)F)cn3)CC2)cc1	-8%	-2%	u	1%	-6%	0%	-2	u	-3%	4%	6%

Later entries
SMILES	VP16 counter	NPC1 prom act	RORgamma inh	PKM2 activator	Rab9 prom act	MBNL1-CUG inh	KCNH2 3.1 block	Menin-MLL TR inh	Mito fusion act	FLuc modulator	ELG1 repair inh
O=C1Nc2ccc(I)cc2/C1=C/c1cc(Br)c(O)c(Br)c1	-30%&8%	10%[46.1 µM]	u	x	-11%[46.1 µM]	x	x	u	0.46µM*	x	x
CCn1c(-c2ccc(F)cc2)cnc1SCC(=O)N1CCCCC1C (stereo unspecified)	15%	u	1%	6%	u	-1%	x	-1%	0%	11µM*	u
NS(=O)(=O)c1ccc(CCNC(=O)c2ccc3c(c2)OCCO3)cc1	-16%	-2%	10%	1%	-10%	1%	7	-15%	-9%	4%	-12%
O=C(Nc1ncc([N+](=O)[O-])s1)C1CCN(S(=O)(=O)c2cnc[nH]2)CC1	u	30%	u	-4%	u	u	22	34%[activator]	4%	u	u
